S1P3 antagonist – S1P3 (human) receptor antagonism; inhibition, % at 4.98 µM; CHO S1P3 NFAT-BLA reporter, FRET fluorescence, antagonist mode; 170,000 compounds, 0.27% hits;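 active means inhibition above the plate cutoff, the mean inhibition of test wells on that plate plus 3 SD, cut at about 28% in these data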;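 further: cells challenged with S1P at its EC80 of 0.8 µM; blue over green emission ratio from cleaved BLA substrate after 4 h stimulation; 0% = S1P-stimulated wells and 100% = unstimulated DMSO-only wells; some compounds past the cut are filed as inactive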
PMI act satM6P – activators of human phosphomannose isomerase at near-saturating mannose 6-phosphate; P34949; coupled PMI enzyme assay, resazurin fluorescence, 20 min; stronger effect = higher value; 1 = untreated enzyme, 0 = substrate-free blank; activation factor at 20 µM; 190,000 compounds, 0.34% hits;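 active means activation factor of 2 or more at 20 µM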
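Test system: human phosphomannose isomerase with PGI, G6PDH, diaphorase coupling enzymes; Amount: PMI at 15 ng/mL final; Reagent: Mannose-6-phosphate 1.0 mM (near-saturating) plus 0.22 mM NADP+; Timing: 20 min, room temperature; Technique: resorufin fluorescence at Ex 544/Em 590 nm; Dosing: 20 µM single dose.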
G6PDH CS – counter-screen for G6PDH assay hits: L. mesenteroides G6PDH inhibition; Purified L. mesenteroides G6PDH, diaphorase/resazurin coupled fluorescence, 45 min; inhibition, % at 5 µM; 200,000 compounds, 0.12% hits; AID 1020
L major viab – inhibitors of Leishmania major promastigote growth | AID 1063 | 200,000 compounds, 9% hits | Leishmania major promastigotes, resazurin fluorescence viability | inhibition, % at 10 µM;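 further: promastigotes grown with compound for 44 hours at 28 °C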
Diaph act CS – diaphorase activation or chemical reduction counter-screen | Diaphorase/resazurin coupled assay, resorufin fluorescence, 16 min; stronger effect = higher value; 1 = vehicle wells, 0 = NADH-free wells | activation factor at 20 µM | 190,000 compounds, 0.005% hits | AID 1229;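 active means diaphorase activity raised at least twofold by the compound at 20 µM; inactive means activation factor below 2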
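Material: bacterial diaphorase enzyme (C. kluyveri); amount: enzyme 0.07 U/mL final; reagent: NADH substrate 0.114 mM plus resazurin dye 0.1 mM, final; doses: single compound dose of 20 µM, 1% DMSO final; timing: 16 min enzyme reaction, ambient temperature; measured by: fluorescence of resorufin, 544 nm excitation, 590 nm emission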
TLR4 MyD88 comp – inhibitors of human TLR4-MyD88 binding; 200,000 compounds, 0.18% hits; inhibition, % at 8.4 µM; HeLa CL3-4 TLR4/MyD88 BLA complementation, FRET ratio; AID 861; O00206+Q99836; in the data active means inhibition above about 25%;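 further: 0% = vehicle and 100% = reference inhibitor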
Target sequence (O00206 whole entry, looked up): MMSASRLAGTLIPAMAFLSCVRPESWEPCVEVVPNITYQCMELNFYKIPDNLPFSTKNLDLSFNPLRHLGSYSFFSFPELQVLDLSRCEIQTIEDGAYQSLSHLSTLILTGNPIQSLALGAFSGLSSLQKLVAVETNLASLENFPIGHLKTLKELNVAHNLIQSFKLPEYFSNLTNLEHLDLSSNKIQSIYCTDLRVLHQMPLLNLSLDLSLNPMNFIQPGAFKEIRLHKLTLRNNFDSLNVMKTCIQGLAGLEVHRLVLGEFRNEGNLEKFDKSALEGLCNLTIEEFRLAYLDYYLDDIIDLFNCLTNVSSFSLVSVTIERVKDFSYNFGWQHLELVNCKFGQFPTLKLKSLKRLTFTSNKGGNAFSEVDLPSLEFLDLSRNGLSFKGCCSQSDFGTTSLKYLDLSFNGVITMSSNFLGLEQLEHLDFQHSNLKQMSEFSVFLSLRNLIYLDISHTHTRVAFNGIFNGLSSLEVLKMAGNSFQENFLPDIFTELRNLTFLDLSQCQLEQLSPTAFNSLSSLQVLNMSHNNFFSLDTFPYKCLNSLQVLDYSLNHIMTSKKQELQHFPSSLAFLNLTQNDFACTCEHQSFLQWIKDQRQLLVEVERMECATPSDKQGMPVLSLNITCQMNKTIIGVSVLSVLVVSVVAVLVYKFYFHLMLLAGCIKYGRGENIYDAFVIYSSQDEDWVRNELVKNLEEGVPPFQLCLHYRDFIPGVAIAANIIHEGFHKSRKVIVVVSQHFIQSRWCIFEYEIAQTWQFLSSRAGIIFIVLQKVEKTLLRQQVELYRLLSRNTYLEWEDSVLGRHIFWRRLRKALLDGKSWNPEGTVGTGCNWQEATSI
Target sequence (Q99836 whole entry, looked up): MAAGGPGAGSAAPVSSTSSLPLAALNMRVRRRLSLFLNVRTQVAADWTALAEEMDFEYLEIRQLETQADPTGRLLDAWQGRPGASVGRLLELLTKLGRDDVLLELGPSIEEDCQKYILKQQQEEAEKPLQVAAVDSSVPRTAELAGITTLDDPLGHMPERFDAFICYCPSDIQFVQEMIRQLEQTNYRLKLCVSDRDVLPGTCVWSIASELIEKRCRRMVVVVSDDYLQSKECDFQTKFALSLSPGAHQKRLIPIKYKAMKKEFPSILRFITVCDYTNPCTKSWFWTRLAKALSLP
RAM inhibit – blocks the yeast RAM network | AID 868 | 190,000 compounds, 1.8% hits | S. cerevisiae dse1pr::URA3 reporter, 5-FOA growth OD615, 2 d; analog-sensitive cbk1-as2 kinase mutant strain | inhibition, % at 50 µM;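 active means inhibition above a set limit, 3 SD over mean compound inhibition, cut at about 8.4% in these data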;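 further: 0% = DMSO-only wells with no growth and 100% = 10 µM 1-NA-PP1 full growth; inhibition rescues growth on 5-FOA so higher OD means more RAM inhibition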
PMI activator – activators of human phosphomannose isomerase; activation factor at 20 µM; P34949; purified human PMI, coupled resazurin fluorescence, 20 min; stronger effect = higher value; 1 = vehicle control, 0 substrate-free wells; 190,000 compounds, 0.005% hits;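 active means activation factor of 2 or more at 20 µM, relative to plate controls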
Hsp70 act – switches on Hsp70 transcription; HeLa Hsp70 promoter luciferase reporter, luminescence; scaled: vehicle 0, proteasome-inhibitor control 100%; activation, % at 10 µM; 200,000 compounds, 0.04% hits; AID 1203;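 active means activation above the mean across all tested compounds plus 3 SD, cutoff set per campaign, cut at about 5.5% in these data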;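 further: 100% = MG132 at 30 µM as the positive control and 0% = DMSO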
Redox H2O2 prof – compounds producing H2O2 with reducing agent – biochemical, NIH compound library profiling, artefact control for MLSCN library redox annotation, primary screen. activation, % at 10 µM. 200,000 compounds, 0.03% hits. AID 878. DTT-dependent redox cycling H2O2, phenol red/HRP absorbance; 100% = 100 µM peroxide control, 0% = buffer;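 active means activation of at least 50% relative to the plate's high and low controls in the primary single-dose screen; inactive means activation below 50%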;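 further: compound incubated with DTT at 0.8 mM final as the reducing agent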
Diaphorase inh – counter-screen for diaphorase-based assays: diaphorase inhibitors and chemical oxidizers | diaphorase resazurin-to-resorufin fluorescence, NADH, 16 min; bacterial (C. kluyveri) enzyme, not human | inhibition, % at 20 µM | 190,000 compounds, 0.69% hits | AID 1217;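 active means primary screen inhibition at 20 µM above a set limit, cut at about 50% in these data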;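 further: plate controls were DMSO with full reaction for no effect and wells lacking NADH for full effect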
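material = Clostridium kluyveri diaphorase enzyme | amount = 0.14 U/mL diaphorase, enzyme working solution | schedule = incubation 16 min, room temperature | detection = fluorescence of resorufin formed from resazurin, Ex 544/Em 590 nm | benchmarks = positive control minus NADH, DMSO neutral control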
Numbers without * were called inactive; nt = no result given. Unless noted, no stated cut-off is given here; in the data, active means inhibition above about 50%; inactive means the rest.

SMILES	S1P3 antagonist	PMI act satM6P	G6PDH CS	L major viab	Diaph act CS	TLR4 MyD88 comp	RAM inhibit	PMI activator	Hsp70 act	Redox H2O2 prof	Diaphorase inh
Cc1ccc(-c2sc(C)nc2CC(=O)O)cc1	3.0	1.2	12.2	-7.1	1	-0.5	0.7	1.1	-0.3	2.4	0.1
CC1=C(C(=O)OC(C)(C)C)C(c2ccco2)C(C#N)=C(N)O1 (stereo unspecified)	22.4	1	10.3	2.6	0.9	0.0	0.8	1	-0.1	2.4	9.3
COc1ccc(NC(=S)N2CCCC2)cc1	-23.2	1.1	0.5	-6.2	0.9	-3.6	0.1	1.1	-0.2	-0.3	7.9
O=C(/C=C/c1ccccc1)Oc1ccc(C(=S)N2CCOCC2)cc1	-16.1	1	7.5	-0.4	0.8	1.1	5.9	1	-0.1	-1.0	19.0
O=C(NCc1nc2ccccc2[nH]1)C1=C[C@H](c2ccc(Br)cc2)C[C@H](OCc2ccc(CO)cc2)O1	-12.8	0.9	-0.3	11.1	0.8	2.6	0.1	0.9	-0.3	-1.9	22.9
O=C(NCC1CCCO1)c1c(O)c2cccc3c2n(c1=O)CCC3 (stereo unspecified)	0.6	1.1	1.8	0.1	0.9	0.1	2.9	1.1	0.1	0.1	13.1
NS(=O)(=O)c1ccc(S(=O)(=O)N2CCCC2)cc1	nt	1	0.2	3.0	0.9	-3.9	-0.3	1	-0.2	0.3	8.8
COc1cnc(-c2ccccc2)nc1OC	-9.3	1.2	3.3	-3.1	1.1	3.1	0.4	1.2	-0.2	-1.4	-6.0
CCOc1ccccc1NC(=O)NC(=O)N(C)S(C)(=O)=O	-2.7	0.9	3.9	-3.6	1.1	5.2	1.9	1	0.2	-10.1	-7.8
CC(=O)N1CCC(C(=O)c2ccc(Cl)cc2)CC1	nt	1.1	2.4	-6.9	0.9	-6.3	-0.5	1.1	-0.4	0.2	11.7
COc1nnc(-c2ccc(N3CCCCC3)c(NC(=O)C3CCCCC3)c2)c2ccccc12	nt	0.9	3.1	54.3*	0.8	-1.8	0.8	0.8	-0.3	-0.8	16.0
CC1=CC2=NC(=O)/C(=C\c3cc(C)n(-c4ccccc4F)c3C)C(=N)N2O1	1.9	0.9	-3.4	29.6	1	10.1	2.0	0.8	-0.1	-0.3	0.0
Cc1ccccc1CSc1nc(C(C)(C)C)cc(=O)[nH]1	-15.4	0.9	1.8	0.5	0.9	7.6	5.3	1	-0.1	-0.3	5.3
CC1=NC(C(F)(F)F)(C(F)(F)F)C(C#N)=C(C)N1	-37.1	0.9	-15.1	5.3	0.9	6.7	0.3	0.9	-0.2	2.0	8.4
COc1ccc(OCCC(=O)NCC23CC4CC(CC(C4)C2)C3)cc1	-9.7	1	-1.7	97.2*	1	3.6	2.1	1	-0.1	-0.1	-3.4
Cc1ccc(-c2cn3c(=O)cc(C)[nH]c3n2)cc1	nt	1	-3.8	11.2	0.9	-1.6	1.5	1	-0.2	1.4	9.5
COc1ccc(OC)c(-n2c(CNC3CCN(Cc4ccccc4)CC3)nc3ccccc3c2=O)c1	nt	1	3.8	44.6	0.9	-5.5	0.6	1	-0.1	0.5	5.3
Cc1cc2nc(CSc3ccccc3)cc(=O)n2[nH]1	-9.7	1	3.5	-5.2	1.1	-4.7	0.1	0.9	-0.1	-1.6	-6.1
O=C(Nc1nncs1)C(Sc1ccccc1)c1ccccc1 (stereo unspecified)	21.3	1	-0.9	3.3	0.9	-12.9	3.7	1	-0.1	-0.1	7.2
C/C(Cn1nc([N+](=O)[O-])cc1C)=N\NC(=O)COc1ccccc1[N+](=O)[O-]	0.1	1	12.8	19.4	1	7.8	-0.1	0.9	-0.1	-0.1	4.1
CC12CCC(C/C1=N\N=C1\NC(=O)/C(=C\c3ccc(Cl)cc3)S1)C2(C)C (stereo unspecified)	-13.7	0.8	-35.0	-2.1	0.7	-14.4	3.0	0.8	-0.1	0.8	25.1
CCOc1ccccc1Nc1ncnc2c1cnn2-c1ccccc1	112.8*	1.1	-37.0	nt	0.9	nt	nt	0.8	nt	nt	12.7
O=C(NCc1ccccn1)C1CCCN(S(=O)(=O)c2cccc3nsnc23)C1 (stereo unspecified)	-18.2	1	5.3	-3.0	1	-2.0	-0.6	1.1	0.0	0.0	1.3
O=C(c1ccco1)N1CCN(Cc2nc(-c3cccs3)no2)CC1	-12.3	0.9	12.8	-1.2	1	-12.6	-0.5	1	-0.3	0.5	0.6
CCCC(=O)NC(Nc1ccc(S(=O)(=O)Nc2cc(C)on2)cc1)(C(=O)OCC)C(F)(F)F (stereo unspecified)	-13.7	1.1	4.6	-8.4	1	1.7	0.0	1	0.0	1.0	-0.5
SMILES	S1P3 antagonist	PMI act satM6P	G6PDH CS	L major viab	Diaph act CS	TLR4 MyD88 comp	RAM inhibit	PMI activator	Hsp70 act	Redox H2O2 prof	Diaphorase inh
O=C(NCc1cn(-c2ccccc2)nc1-c1ccccc1)c1ccc([N+](=O)[O-])cc1	-17.8	0.9	-41.6	12.8	0.8	-15.0	3.7	0.9	-0.3	0.9	15.4
Cc1ccc(N2C(=O)Nc3cc(Cl)c(Cl)cc3N2O)cc1Cl	-11.6	1	4.7	-3.8	0.9	4.1	0.3	1.1	-0.3	-0.6	11.5
COc1cc(C=O)ccc1OCCOc1ccccc1[N+](=O)[O-]	1.4	1	-5.9	-6.6	0.9	11.1	1.5	1	-0.1	0.3	8.4
Cc1cc(C(=O)NCC2CCCO2)n(-c2ccccc2)n1 (stereo unspecified)	-21.2	0.8	10.0	-0.4	0.8	-6.9	-0.1	0.9	-0.2	-0.8	22.1
Cc1ccc(N2CCN(C(=O)N3CCOCC3)CC2)cc1C	-2.1	nt	0.1	1.0	nt	-1.8	0.7	nt	0.0	-0.1	nt
Cc1ccc(Nc2ccc(NCc3ccccc3)nn2)cc1C	-3.8	0.9	-0.2	27.6	0.9	-20.6	0.7	0.9	-0.2	-0.6	10.6
CC1CCc2c(C(=O)N3CCN(S(=O)(=O)c4cccs4)CC3)csc2C1 (stereo unspecified)	-16.2	0.9	-11.2	16.3	0.9	14.5	2.2	0.8	-0.2	-0.6	7.8
CC(OC(=O)CN(C)S(=O)(=O)c1ccc(Cl)cc1)C(=O)Nc1ccc(N2CCOCC2)cc1 (stereo unspecified)	-16.9	1	0.6	-7.9	0.9	10.1	1.0	1	-0.4	-2.4	7.4
S=c1[nH]nc(-c2cc(-c3ccco3)[nH]n2)n1-c1ccccc1Cl	nt	0.8	7.0	13.6	0.3	-5.7	1.5	0.9	-0.4	-3.3	70.7*
CCOC(=O)Cn1c(=O)n(CC(=O)OCC)c2ccccc21	3.7	0.9	14.0	-3.0	0.9	-8.0	-0.2	0.9	-0.2	2.5	12.0
O=c1c2ccccc2nc2n1C(CSCc1ccc(Cl)cc1)CS2 (stereo unspecified)	nt	1	-4.2	59.5*	0.8	-10.8	0.7	1	-0.4	-2.7	17.4
Cc1ccc(S(=O)(=O)N2CCC(=O)N(CCOC(=O)Nc3ccccc3C)CC2)cc1	-0.3	0.9	13.1	-4.7	0.9	-5.2	1.2	1.1	-0.3	0.3	14.1
O=C(Nc1cccc(Br)c1)c1ccccc1-c1ccccc1	9.0	0.8	-11.1	2.5	0.8	10.1	7.4	0.8	-0.3	0.7	15.1
CC(C)(C)c1ccc(C(=O)CSc2n[nH]c(=O)[nH]c2=O)cc1	nt	1.1	-1.1	-2.5	0.9	-3.2	4.4	1	-0.3	0.2	9.3
O=C(NC1CCCCC1)N1CCCCCCC1	-1.1	0.9	-4.3	-2.1	0.8	2.5	0.2	0.9	-0.1	0.9	20.4
Cc1ccc(F)c(NC(=O)C2CCCCC2C(=O)O)c1 (stereo unspecified)	-54.2	1	-4.5	-1.8	0.9	11.0	0.3	1	0.0	-0.2	8.2
COc1ccc(C2C3=C(CC(C)(C)CC3=O)Oc3ncn(Cc4ccccc4)c(=N)c32)cc1 (stereo unspecified)	nt	1	6.6	63.1*	1	9.2	1.9	1.1	-0.4	-0.1	0.3
C/C(=N\N(C)C)C1=C(O)c2ccccc2C1=O	5.7	0.9	3.1	-3.4	0.9	-1.8	-1.6	1	-0.3	-0.1	10.0
CCOc1ccc(NC(=S)NC(=O)/C=C/c2ccc(C)cc2)c([N+](=O)[O-])c1	nt	0.8	11.4	3.2	0.9	-4.4	-0.7	0.9	-0.4	-3.9	5.6
O=C(CCS(=O)(=O)c1ccccc1)Nc1nc2c(s1)COc1ccccc1-2	-45.0	0.8	3.5	29.6	0.6	7.7	0.5	0.9	-0.2	0.1	38.3
COc1ccc(C(=O)Nc2nnc(Cc3cccs3)s2)cc1OC	33.3	1	-2.9	-1.3	1	4.3	5.0	0.9	-0.1	-0.7	4.5
O=C(NCc1ccccc1)C1=C[C@@H](c2ccc(Br)cc2)C[C@@H](OCc2ccc(CO)cc2)O1	-24.1	0.4	10.3	54.9*	0.7	2.9	8.8*	0.9	0.3	-0.8	30.6
CCOc1cccc(=O)c2c(C)n(-c3ccc(C(=O)O)cc3)c(C)c12	-5.0	0.9	13.0	-6.6	1	-4.3	2.2	1.2	0.8	-1.3	4.3
CCO[C@H]1OC(C(=O)NCc2nc3ccccc3[nH]2)=C[C@@H](C2CCCCC2)[C@@H]1CCCO	-12.3	0.9	1.5	42.1	0.7	-4.6	0.0	0.9	0.1	-1.9	30.3
Cc1c(NC(=S)NC(=O)C(C)(C)C)cccc1[N+](=O)[O-]	-10.0	1.1	6.6	-7.0	1	-6.3	0.0	0.8	-0.2	0.1	-0.1
O=S(=O)(Cc1nc2ccccc2s1)c1ccccc1	-6.3	0.9	-2.6	-3.5	0.8	0.7	-0.4	0.9	0.2	-0.7	18.4
Cc1cc(C(=O)CN2C(=O)NC3(CCCc4ccccc43)C2=O)c(C)n1Cc1cccs1 (stereo unspecified)	-2.5	0.9	0.5	20.4	0.7	2.1	3.8	0.9	0.0	1.1	31.1

Fetched one by one from above:
SMILES	S1P3 antagonist	PMI act satM6P	G6PDH CS	L major viab	Diaph act CS	TLR4 MyD88 comp	RAM inhibit	PMI activator	Hsp70 act	Redox H2O2 prof	Diaphorase inh
O=c1c2ccccc2nc2n1C(CSCc1ccc(Cl)cc1)CS2 (stereo unspecified)	nt	1	-4.2	59.5*	0.8	-10.8	0.7	1	-0.4	-2.7	17.4
C/C(=N\N(C)C)C1=C(O)c2ccccc2C1=O	5.7	0.9	3.1	-3.4	0.9	-1.8	-1.6	1	-0.3	-0.1	10.0
